Compound activity: PubChem BioAssay, National Center for Advancing Translational Sciences (NCATS)
ALDH1A1 inh: inhibitors of human aldehyde dehydrogenase 1A1. P00352. Purified ALDH1A1, NADH fluorescence, propionaldehyde substrate. Potency, µM (doses to about 75.3 µM), for inactives: at the highest dose activity, negative = inhibition, actives largely listed as inhibitors. actives 7.3% (n = 220,000). AID 1030; active = well fitted inhibition curve with a large enough effect, not every such curve was filed as active; inconclusive = small, poorly fitted or top-dose-only effect, or another doubt; inactive = no such curve, though single readings can be large or run the other way;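 also: plate controls were no enzyme wells and a reference inhibitor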
Target sequence (P00352 whole entry, looked up): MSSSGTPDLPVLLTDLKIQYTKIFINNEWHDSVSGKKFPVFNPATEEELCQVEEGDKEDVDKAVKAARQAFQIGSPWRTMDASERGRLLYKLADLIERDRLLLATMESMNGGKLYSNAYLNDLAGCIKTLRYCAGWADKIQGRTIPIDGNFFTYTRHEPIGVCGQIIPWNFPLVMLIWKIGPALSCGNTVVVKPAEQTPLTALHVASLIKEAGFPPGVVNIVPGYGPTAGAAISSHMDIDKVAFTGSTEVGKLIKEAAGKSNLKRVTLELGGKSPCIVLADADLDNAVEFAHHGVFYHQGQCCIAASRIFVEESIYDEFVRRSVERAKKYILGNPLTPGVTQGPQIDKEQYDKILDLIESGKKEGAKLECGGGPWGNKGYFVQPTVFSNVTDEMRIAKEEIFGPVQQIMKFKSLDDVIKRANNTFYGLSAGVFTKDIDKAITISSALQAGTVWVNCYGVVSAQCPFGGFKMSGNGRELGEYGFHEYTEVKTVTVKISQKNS
GAA glycogen mod: inhibitors or activators of human alpha-glucosidase glycogen cleavage. recombinant GAA, glycogen substrate, Amplex Red glucose oxidase fluorescence. Potency, µM (titrated, usually from 76.4 µM), inactives show top-dose activity change, negative = inhibition, hits mostly inhibitors. actives 0.38% (n = 300,000). AID 2100;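 also: 0% = full enzyme reaction and -100% = no-enzyme basal signal; the screen sought inhibitors and activators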
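Recombinant human enzyme (4 nM); glycogen substrate; 37 C, 40 min, pH 5.0. Readout: coupled glucose oxidase/Amplex Red fluorescence.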
GAA inh: inhibitors of human lysosomal alpha-glucosidase; P10253; purified human GAA, 4-MU-alpha-glucoside fluorescence; Potency, µM (top dose mostly 76.9 µM), for inactives: at the highest dose activity change, negative = inhibition, hits mostly inhibitors; actives 0.005% (n = 200,000); AID 1466;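 also: plate controls were uninhibited enzyme wells for no effect and no-enzyme background for full effect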
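Fluorogenic assay: 4 nM human alpha-glucosidase with 400 uM 4-methylumbelliferyl-alpha-D-pyranoside in 50 mM citrate/phosphate, 0.005% Tween-20, pH 5.0, 20 min at room temperature. Compounds tested up to 77 uM; AC50 from Hill fits.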
aGal spleen mod: alpha-galactosidase A (human) modulation | actives 0.008% (n = 240,000) | human spleen homogenate, 4MU-alpha-Gal fluorescence, 40 min | P06280 | Potency, µM (highest dose often 80 µM), without a hit: at the highest dose activity change, negative = inhibition, usual class: inhibitors;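 also: 0% = enzyme with vehicle and -100% = no enzyme basal signal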
Target sequence (P06280 32-429 limits assumed): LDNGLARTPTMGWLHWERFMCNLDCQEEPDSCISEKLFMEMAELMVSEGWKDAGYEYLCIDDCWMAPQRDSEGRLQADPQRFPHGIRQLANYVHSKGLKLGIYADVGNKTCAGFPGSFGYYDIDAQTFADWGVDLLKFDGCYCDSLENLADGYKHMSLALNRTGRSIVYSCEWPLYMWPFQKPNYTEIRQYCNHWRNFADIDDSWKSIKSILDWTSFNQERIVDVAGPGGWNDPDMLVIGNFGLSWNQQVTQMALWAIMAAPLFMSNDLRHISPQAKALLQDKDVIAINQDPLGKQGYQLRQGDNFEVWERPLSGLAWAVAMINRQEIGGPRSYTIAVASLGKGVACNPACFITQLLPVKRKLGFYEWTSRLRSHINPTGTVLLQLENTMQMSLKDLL
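Inhibition or activation of alpha-galactosidase in human spleen homogenate is scored by 4-MU fluorescence after 40 min at 37C, pH 5.0, with 1 mM substrate. AC50s come from concentration-response fitted to the Hill equation.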
SMN2 splice up: enhancers of SMN2 splice variant expression; Potency, µM (highest dose often 46.1 µM), without a hit: at the highest dose activity change, positive = activation, hits mostly activators; HEK293 SMN2-luciferase splicing reporter, luminescence, 30-36 h; actives 2.8% (n = 210,000); also: % of control where 0% means no effect; nearly all actives have a fitted effect of over 55% in size
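qHTS luciferase splicing reporter: luminescence rises when SMN2 exon 7 is included in transfected HEK293 cells. Compound exposure lasted 30-36 h at 37C, with 4.5 mM final sodium butyrate as control, followed by a ONE-Glo read.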
GoLoco inh red: blocks human Gai1 binding to RGS12 GoLoco peptide, red readout. Gai1:RGS12 GoLoco peptide FP, rhodamine, 10 min. Potency, µM (series often up to 61.6 µM), for inactives: at the top dose activity, negative = inhibition, most hits filed as inhibitors. actives 0.44% (n = 230,000). AID 880; active = well fitted inhibition curve with a large enough effect, not every such curve was filed as active; inactive = no such curve, though single readings can be large or run the other way; also: % is scaled to controls: 0 for no effect and ±100 for the full control effect; nearly all actives have a fitted effect of over 30% in size; many of its hits are not listed in these tables
JMJD2E inh: blocks human JMJD2E demethylase activity | JMJD2E catalytic domain, FDH-coupled NADH fluorescence (FDH is formaldehyde dehydrogenase) | Potency, µM (top dose mostly 57.1 µM), inactives show at the top dose activity change, negative = inhibition, most hits filed as inhibitors | actives 1.6% (n = 230,000); active = well fitted inhibition curve with a large enough effect, not every such curve was filed as active; inconclusive = small, poorly fitted or top-dose-only effect, or another doubt; inactive = no such curve, though single readings can be large or run the other way;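 also: 0% = wells with enzyme and -100% = buffer wells without enzyme; nearly all actives have a fitted effect of over 50% in size; many of its hits are not listed in these tables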
GAA spleen mod: lysosomal alpha-glucosidase (human) modulation; Potency, µM (titrated, usually from 79.9 µM), for the others: at the top dose activity change, negative = inhibition, hits mostly inhibitors; P10253; actives 0.006% (n = 240,000); human spleen homogenate, 4-MU-alpha-glucoside fluorescence;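 also: 0% = enzyme with vehicle and -100% = no enzyme basal signal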
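Compounds were titrated against alpha-glucosidase in spleen homogenate at pH 5.0, with 1 mM 4-methylumbelliferyl substrate for 40 min at 37 C. Reactions were quenched with pH 10 NaOH/glycine and fluorescence measured.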
The depositor's hits bear a star; ? = inconclusive; / = not tested or not shown; & = joins results of further samples; [ ] = another dose, or the depositor's remark. Unless noted, calls follow the shape of the dose curve; as a rule, active = well fitted curve in the direction sought with a large enough effect; inconclusive = small, poorly fitted or top-dose-only effect, or another doubt; inactive = no such curve, though single readings can be large; an effect the other way counts as inactive or inconclusive. Potency is read from the fitted curve at half-maximal effect.

SMILES,ALDH1A1 inh,GAA glycogen mod,GAA inh,aGal spleen mod,SMN2 splice up,GoLoco inh red,JMJD2E inh,GAA spleen mod
Cc1cccc(N2C(=O)CC(N3CCN(Cc4ccc5c(c4)OCO5)CC3)C2=O)c1 (stereo unspecified),22.4µM*,-18.1%,1.4%,8.1%,9.3%,-0.1%,8.3%,3.9%
CCOC(=O)COc1nc(-c2ccc(C)cc2)cc(-c2ccco2)c1C#N,/,4.5%,/,-3.6%,/,4.4%,?,0.3%
CC(C)(Oc1ccc(Cl)cc1)C(=O)NC1CCSC1=O (stereo unspecified),-0.1%,-2.3%,0.2%,5.6%,6.4%,11.0%,0.9%,-1.8%
CC(=O)c1c(C)[nH]c(C(=O)OCc2ccccc2)c1C,11.0%,7.6%,-9.3%,-7.3%,?,-3.0%,4.1%,4.4%
Cc1ccc(SCC(=O)NC(=O)NCc2ccccc2)c(C)c1,1.1%,-5.8%,-1.2%,0.1%,1.8%,9.3%,0.8%,-2.1%
CCn1c(CNc2ccc(OC)cc2)nnc1SCC(=O)Nc1ccc(F)cc1,-2.9%,-24.9%,8.7%,2.8%,-10.1%,3.6%,1.8%,7.4%
CNc1c([N+](=O)[O-])cnn1-c1ccc(Cl)cc1,1.1%,-2.8%,-5.8%,2.7%,-7.5%,11.9%,-0.9%,-4.1%
Cc1ccc2nc(-c3ccccc3)c(CN3CCOCC3)n2c1,-4.2%,8.8%,0.1%,0.9%,?,10.6%,-17.1%,1.9%
Cc1ccc2c(c1)c(C)cc[n+]2Cc1ccccc1,-6.9%,4.4%,1.9%,0.7%,/,/,?,3.7%
CCOC(=O)c1nn(-c2ccccc2)c(C(=O)OCC)c1N,?,6.2%,11.6%,6.0%,3.8%,6.4%,?,-6.4%
O=C(N/N=C/c1c[nH]c2ccccc12)c1[nH]c2ccc(Br)cc2c1-c1ccccc1,?,1.5%,-1.0%,-11.2%,-26.1%,3.9%,9.5%,-3.5%
O=C(c1ccc(Cl)cc1)N1CCN(c2cc(=O)[nH]nc2-c2ccccc2)CC1,-9.7%,-0.5%,4.8%,-0.4%,4.9%,3.5%,1.2%,-15.2%
O=C(NC(=S)Nc1ccc(Cl)cn1)C12CC3CC(CC(C3)C1)C2,?,4.3%,-1.7%,-2.8%,17.4%,4.9%,-3.7%,1.3%
COc1ccc(OC)c(-c2cc(C3CCN(C(=O)OC(C)(C)C)CC3)[nH]n2)c1,13.3%,3.9%,-5.2%,-1.8%,/,-5.2%,-9.1%,-6.1%
N#CC1=C(N)N2C(=C(C#N)C13CCCC3)Nc1ccccc12,?,-9.7%,6.4%,10.2%,/,21.3%,?,3.4%
CC[C@@H]1OC(=O)[C@H](C)[C@H](O[C@@H]2C[C@](C)(OC)[C@H](O)[C@H](C)O2)[C@H](C)[C@H](O[C@@H]2O[C@@H](C)C[C@@H](N(C)C)[C@@H]2O)[C@](C)(O)C[C@H](C)C(=NOCOCCOC)[C@H](C)[C@H](O)[C@]1(C)O,-6.9%[20.9 µM],/,/,4.1%[29.1 µM],-20.8%[20.6 µM],3.6%[21.6 µM],-1.5%[25.5 µM],-4.6%[29.1 µM]
COc1ccc(/C=N/NC(=O)c2ccccc2O)cc1Cn1nnc2ccccc21,/,-18.6%,/,4.9%,/,4.2%,?,2.3%
O=C(C1CCOCC1)N1CCC(CO)(CCc2ccccc2)CC1,1.5%,-3.7%,-6.0%,2.0%,/,11.2%,5.7%,-0.3%
O=C(O)c1cc(S(=O)(=O)Nc2ccc3c(c2)OCCO3)c(Cl)cc1Cl,8.3%,-1.9%,-2.3%,-3.7%,-12.4%,-0.6%,-4.3%,-17.3%
Cc1ccc(C)c(SCC(=O)OCC(=O)Nc2ncc(C(F)(F)F)cc2Cl)c1,2.1%,-4.8%,-1.9%,4.1%,-2.8%,44.5%[activator],0.1%,2.6%
O=C(c1nc2nc(-c3ccccc3)cc(C(F)(F)F)n2n1)N1CCCCC1,?,-12.9%,-2.8%,9.9%,-28.2%,-8.1%,6.9%,8.7%
COc1ccccc1C1CC(c2ccc(Br)cc2)=NN1C(=O)c1cccnc1 (stereo unspecified),-1.6%,2.6%,5.4%,2.5%,-107.9%[inhibitor],69.6%[activator],-1.2%,-4.5%
O=C(CN1CCOCC1)Nc1nc2ccc([N+](=O)[O-])cc2s1,?,-7.0%,1.9%,0.7%,14.5%,9.8%,-3.4%,-5.4%
COC(=O)Nc1ccc(S(=O)(=O)N2CCN(c3ccc(F)cc3)CC2)cc1,11.0%,-3.0%,-6.0%,-9.5%,-35.0%[inhibitor],-1.8%,-2.8%,-15.6%
Cc1nnc(SCC(=O)NC(=O)NCc2ccco2)n1Cc1ccccc1,-11.3%,2.5%,?,3.4%,-4.4%,9.6%,-11.6%,2.1%
Cc1ncoc1C(=O)N1CCCC(C(=O)c2ccc(Oc3ccccc3)cc2)C1 (stereo unspecified),2.82µM*,4.2%,/,-4.0%,/,-2.1%,3.9%,-6.8%
Brc1ccc(C2Nc3cccc4cccc(c34)N2)s1,?,?,-0.9%,-4.0%,14.3%[1.84 µM],4.6%,5.5%,-4.4%
Cc1cccc(N(Cc2cc3ccccc3[nH]c2=O)S(=O)(=O)c2ccccc2)c1,?,-3.1%,-6.9%,1.5%,1.1%,-6.1%,?,5.4%
O=C(NCC(c1cccs1)N1CCOCC1)c1ccccc1NS(=O)(=O)c1cccc([N+](=O)[O-])c1 (stereo unspecified),11.4%,-8.3%,-14.0%,-5.9%,-27.5%,-0.6%,4.3%,-14.2%
Cc1cccc(-n2ncc3c(NCCCO)ncnc32)c1,?,-3.7%,-3.3%,-1.2%,11.2µM*,0.5%,?,7.3%
Cc1ccc(NC(=O)CSc2nc(O)c(Cc3ccccc3)c(=O)n2-c2ccccc2)cc1,-1.7%,-1.9%,-8.5%[15.4 µM],-4.7%,8.6%,8.3%,?,6.0%
Cc1ccc(/C=C/C(=O)NCC2COc3ccccc3O2)o1 (stereo unspecified),6.31µM*,-10.2%,-5.3%,2.8%,-1.6%,-5.7%,-7.2%,/
COc1ccc(C(=O)CSc2nnc(CNc3nc(-c4ccccc4)cs3)n2C)cc1,?,-2.8%,-1.1%,5.6%,-18.8%,6.8%,0.3%,-5.8%
Cn1c(CCc2nc3ccccc3[nH]2)n[nH]c1=S,?,4.8%,4.1%,5.8%,-9.6%,-27.4%,-21.8%,1.5%
Cc1ccc(-n2cnc3cc(NCc4cccs4)ccc32)cc1,?,-12.2%,-2.0%,11.7%,-21.7%,-3.5%,?,6.7%
Cc1ccc(C2CCN(C(=S)NC3CCCCC3)C2)cc1 (stereo unspecified),-6.9%,-1.4%,-0.5%,3.5%,/,1.1%,-13.4%,-0.2%
COc1ccc(Cl)cc1Nc1nc(C)cc(=O)[nH]1,-1.9%,-0.5%,-0.8%,-5.5%,-17.5%,7.9%,-3.2%,-7.3%
Cc1ccc2nc3n(c(=O)c2c1)CCC3,-8.8%,5.2%,-1.9%,18.4%,?,3.4%,0.8%,4.0%
c1cncc(-c2ccc3ncnc(NC4CCNCC4)c3c2)c1,-6.0%,/,/,5.4%,/,2.8%,/,-0.9%
O=C(OCCOc1ccccc1Cl)c1ccc(-n2cnnn2)cc1,?,3.3%,-3.2%,9.8%,0.8%,5.8%,-2.3%,-9.3%

2 entries from above in another layout.
Each structure is followed by: ALDH1A1 inh, GAA glycogen mod, GAA inh, aGal spleen mod, SMN2 splice up, GoLoco inh red, JMJD2E inh, GAA spleen mod
O=C(CN1CCOCC1)Nc1nc2ccc([N+](=O)[O-])cc2s1
 : ?, -7.0%, 1.9%, 0.7%, 14.5%, 9.8%, -3.4%, -5.4%
O=C(NCC(c1cccs1)N1CCOCC1)c1ccccc1NS(=O)(=O)c1cccc([N+](=O)[O-])c1 (stereo unspecified)
 : 11.4%, -8.3%, -14.0%, -5.9%, -27.5%, -0.6%, 4.3%, -14.2%

Later entries.
SMILES,ALDH1A1 inh,GAA glycogen mod,GAA inh,aGal spleen mod,SMN2 splice up,GoLoco inh red,JMJD2E inh,GAA spleen mod
Cc1oc2ccccc2c1CC(=O)NCCCN(C)C,/,2.8%,/,12.8%,/,-3.0%,-3.4%,1.8%
O=C(NCCC1=CCCCC1)C(=O)NCCc1ccc(Cl)cc1,-2.8%,-12.8%,10.3%,7.6%,3.9%,7.6%,2.4%,6.3%
O=C(c1ccc(C#Cc2ccccc2)o1)N1CCN(c2ccccn2)CC1,-8.1%,0.6%,3.2%,6.4%,-13.7%,7.1%,-7.4%,0.9%
COC(=O)C1=CN(CCCN2CCCC2=O)C=C(C(=O)OC)C1c1cccs1,?,8.3%,?,?,-13.6%,-5.0%,?,?
CN(C)CC/C=C1/c2ccccc2COc2ccccc21,3.0%,0.5%,-12.8%[15.4 µM],12.3%&-8.0%,-9.7%,5.5%&12.9%,7.5%&-0.5%,3.3%&-4.1%
CN(C)c1nc2c(Br)c(Br)c(Br)c(Br)c2[nH]1,-11.6%,/,/,-17.7%,11.6%,11.4%,10.1%,2.1%
Cc1ccc(CNS(=O)(=O)NCc2ccccc2)cc1,14.8%,10.6%,-2.0%,-0.4%,5.8%,-1.2%,-19.9%,-18.0%
c1ccc2c(c1)C(=NCC1CCCO1)NC2=NCC1CCCO1 (stereo unspecified),?,-17.4%,-3.3%,2.4%,-26.8%,-13.5%,-3.1%,0.1%
COC(=O)c1sc(S(=O)(=O)N2CCN(CCO)CC2)c(C(=O)OC)c1C,-11.3%,4.2%,6.7%,-4.1%,17.0%,-1.6%,-1.4%,-0.9%
CCOC(=O)CCC(=O)Nc1ccc([N+](=O)[O-])cc1C,-2.6%,8.3%,-0.1%,-2.1%,3.1%,3.6%,-2.4%,-3.5%
O=Cc1ccc(OCC(=O)NC(=O)NC2CCCCC2)cc1,?,3.1%,-9.1%,8.1%,-0.6%,0.5%,3.2%,-20.2%
Cc1onc(-c2c(Cl)cccc2Cl)c1C(=O)OCC(=O)c1ccccc1,/,-7.4%,/,-0.7%,/,5.9%,-0.7%,0.7%

Not all compounds are listed; the hit share may differ from the screen's.
